Rad51 HR inh = blocks human Rad51 in homologous recombination; inhibition, % at 10 µM; hRad51 DNA strand exchange, fluorescence dequenching; Q06609; AID 1385; 200,000 tested, 0.085% active;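 active = inhibition above 40% at the single screening dose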;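 also: 0% = DMSO control wells and 100% = blanks with heterologous ssDNA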
Target sequence (Q06609 whole entry, looked up): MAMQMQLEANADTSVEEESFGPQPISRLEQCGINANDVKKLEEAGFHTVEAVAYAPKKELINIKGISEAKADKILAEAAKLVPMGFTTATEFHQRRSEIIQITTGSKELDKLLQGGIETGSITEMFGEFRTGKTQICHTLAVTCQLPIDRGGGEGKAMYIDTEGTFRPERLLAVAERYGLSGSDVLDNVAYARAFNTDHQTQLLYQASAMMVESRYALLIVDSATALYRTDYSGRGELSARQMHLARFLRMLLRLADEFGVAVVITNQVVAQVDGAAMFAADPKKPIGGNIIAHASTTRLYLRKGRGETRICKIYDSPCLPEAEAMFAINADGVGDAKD
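Assay system: Human Rad51 nucleoprotein filaments preassembled on unlabelled ssDNA | Reagent: Donor/quencher-labelled 47-bp dsDNA substrate | Doses: One concentration, 10 µM final | Times: 37 °C 15-min filament assembly, 30-min compound preincubation, 15-min exchange | Technique: Fluorescein emission 520 nm, excitation 485 nm | Benchmarks: Plate control and blank wells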
zVAD death inh = L929 zVAD cell death inhibition. L929 zVAD necroptosis rescue, ATP luminescence, 24 h; with zVAD 60 µM. viability rescue, % at 10 µM. 220,000 tested, 0.38% active;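 active = activation, scaled between plate controls, above about 75%, limit read from the data; inactive = activation under that limit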;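 also: 0% = zVAD with DMSO and 100% = DMSO alone without zVAD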
Hck-Nef inh = human Hck-Nef kinase inhibition; P08631; Recombinant Hck-YEEI plus Nef, Z-Lyte FRET kinase assay; inhibition, % at 20 µM; 220,000 tested, 0.68% active;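 active = Hck-Nef kinase inhibition above about 50%, limit read from the data; inactive = inhibition below that limit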;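 also: 0% = DMSO with Hck plus Nef and 100% = Hck alone without Nef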
FXIIa inh = blocks human coagulation factor XIIa protease activity | purified FXIIa, Boc-QGR-AMC fluorogenic substrate, 2 h | AID 800 | 220,000 tested, 0.3% active | inhibition, % at 5 µM | P00748; in the data active = inhibition above about 40%;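 also: 0% = enzyme with no compound and 100% = blank without enzyme; many of its hits are not listed in these tables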
KLK5 inh = blocks human kallikrein 5 protease activity; recombinant hK5, fluorogenic AMC substrate cleavage; inhibition, % at 5 µM; 210,000 tested, 0.59% active;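 active = inhibition of 40% or more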;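 also: 0% = enzyme controls without compound and 100% = no-enzyme blanks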
Target sequence (Q9Y337 67-293 limits assumed): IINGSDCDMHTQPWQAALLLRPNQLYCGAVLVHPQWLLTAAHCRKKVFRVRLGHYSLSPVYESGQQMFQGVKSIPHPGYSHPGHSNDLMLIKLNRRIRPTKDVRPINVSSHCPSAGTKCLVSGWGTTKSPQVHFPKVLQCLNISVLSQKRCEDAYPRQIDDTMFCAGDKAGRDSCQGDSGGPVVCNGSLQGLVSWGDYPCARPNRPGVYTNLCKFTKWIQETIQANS
KCC2 mod = KCC2 (human) Cl- transport modulation; Q9H2X9; KCC2 cells, thallium flux FluoZin-2 fluorescence; B-score of Tl+ flux slope (higher = more flux/activation; lower = inhibition) at 10 µM; 190,000 tested, 2.2% active;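 active = thallium flux slope and its plate-corrected score both differing from the plate sample mean at a set confidence after two filtering rounds, in either direction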;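 also: slope of fluorescence scaled to starting intensity during 10 to 20 s after thallium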
Thrombin inh = inhibitors of human thrombin; P00734; alpha-thrombin, Boc-VPR-AMC fluorogenic substrate cleavage; inhibition, % at 5 µM; 220,000 tested, 0.26% active; AID 1046;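 active = inhibition at or above 40%; inactive = inhibition below 40%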;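 also: 0% = enzyme with no compound and 100% = wells without enzyme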
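Material: human alpha-thrombin protein. Incubation: reaction at ambient temperature. Technique: fluorescence of released AMC, ex 355 nm, em 460 nm. Control set: no-compound enzyme wells and no-enzyme blanks. Also added: Boc-VPR-AMC substrate, 15 µM final. Buffer or medium: pH 7.5 Tris (50 mM) with NaCl 150 mM, Tween 20 0.05%.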
FXIa inh = inhibitors of human coagulation factor XIa; P03951; AID 798; inhibition, % at 5 µM; purified FXIa, Boc-Glu-Ala-Arg-AMC fluorogenic substrate; 220,000 tested, 0.14% active;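 active = inhibition of at least 40%; inactive = inhibition below 40%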;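 also: fluorescence of freed AMC excited at 355 nm; 0% = enzyme without compound and 100% = no enzyme blank; many of its hits are not listed in these tables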
TNF necrop inh = blocks TNF-alpha induced death of Jurkat FADD-/- cells; activation (protection from cell death), % at 10 µM; Jurkat FADD-/- TNF necroptosis rescue, ATP luminescence, 24 h; 0 = TNF only, 100 = no-TNF cells; 220,000 tested, 0.068% active;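 active = activation, meaning protection from cell death, of at least 50% relative to plate controls; inactive = activation below 50%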;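 also: necroptosis triggered by 40 ng/mL TNF-alpha added together with compound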
* marks the source's active call; other numbers are inactive results; x = no result given; & = joins results of further samples. Some of the compounds tested; rates above refer to the full screens.

Short keys – A = Rad51 HR inh; B = zVAD death inh; C = Hck-Nef inh; D = FXIIa inh; E = KLK5 inh; F = KCC2 mod; G = Thrombin inh; H = FXIa inh; I = TNF necrop inh
structure: Cc1c(C)n(Cc2ccccc2)c2ccc(C(=O)OCCN(C)C)cc12
  A: -2.6; B: 8.2; C: 24.8; D: 16.4; E: 5.0; F: 0.882; G: -0.4; H: 1.0; I: 2.4
structure: Nc1c2ccccc2nc2ccccc12
  A: 23.6; B: 21.2; C: 92.6*; D: -12.4; E: -15.6; F: -0.871; G: -11.2; H: -13.8; I: -18.1
structure: CCCOc1ccc2nc(NC(=O)OC)[nH]c2c1
  A: x; B: -0.1; C: -0.3; D: 29.2; E: -10.4; F: 0.235; G: 2.0; H: 19.2; I: -16.7
structure: COc1ccc(C(=O)c2ccccc2)c(O)c1
  A: -5.4; B: 0.3; C: 0.5; D: 2.4; E: -4.1; F: 0.749; G: -5.6; H: -1.5; I: -4.5
structure: CCCC(=O)O[C@]1(C(=O)COC(C)=O)CC[C@H]2[C@@H]3C[C@H](F)C4=CC(=O)C=C[C@]4(C)[C@@]3(F)[C@@H](O)C[C@@]21C
  A: 3.5; B: 63.0; C: -3.1; D: 13.2; E: -10.2; F: -0.633; G: -0.8; H: 8.2; I: -2.3
structure: CCCC(=O)O[C@]1(C(=O)CCl)[C@@H](C)C[C@H]2[C@@H]3CCC4=CC(=O)C=C[C@]4(C)[C@@]3(F)C(=O)C[C@@]21C
  A: 6.4; B: 61.3; C: -1.9; D: 13.5; E: -9.8; F: 0.0553; G: -1.9; H: 5.4; I: -1.4
structure: O=C(O)Cc1cn(-c2ccccc2)nc1-c1ccc(Cl)cc1
  A: -3.4; B: 2.8; C: 0.7; D: 15.1; E: 11.0; F: -2.57; G: 9.5; H: 10.3; I: -0.4
structure: CC1(C)O[C@@H]2C[C@H]3[C@@H]4C[C@H](F)C5=CC(=O)C=C[C@]5(C)[C@@]4(F)[C@@H](O)C[C@]3(C)[C@]2(C(=O)CO)O1
  A: -4.0; B: 63.0; C: -9.3; D: 2.2; E: -9.0; F: 0.212; G: -1.8; H: 1.0; I: 0.6
structure: CCN(CCCCOC(=O)c1ccc(OC)c(OC)c1)C(C)Cc1ccc(OC)cc1 (stereo unspecified)
  A: -1.3; B: -1.4; C: 1.3; D: 5.2; E: -11.0; F: -2.37; G: x; H: 3.5; I: 3.6
structure: CC1(c2ccccc2)CC(C)(C)n2c(O)c(C3=NC(=S)NC3=O)c3cccc1c32 (stereo unspecified)
  A: 3.6; B: 0.1; C: 38.8; D: 10.8; E: -1.8; F: 1.75; G: -0.6; H: 0.4; I: -3.6

(list continues)
Short keys – A = Rad51 HR inh; B = zVAD death inh; C = Hck-Nef inh; D = FXIIa inh; E = KLK5 inh; F = KCC2 mod; G = Thrombin inh; H = FXIa inh; I = TNF necrop inh
structure: CC(C)NNC(=O)c1ccncc1
  A: 4.6; B: 3.1; C: -1.9; D: 14.7; E: -9.1; F: 0.459; G: -0.1; H: 4.2; I: 1.6
structure: N=c1nc(N2CCCCC2)cc(N)n1O
  A: 6.4&-2.8; B: 0.6; C: -1.4; D: -3.2; E: -5.2; F: 0.294; G: -1.5; H: -3.7; I: 0.6
structure: Cc1scc2c1N(C(=O)CN1CCN(C)CC1)c1ccccc1NC2=O
  A: 20.8; B: 2.0; C: 17.4; D: 0.7; E: 0.6; F: 0.384; G: -19.9; H: -4.3; I: 0.9
structure: CCCCCCCCCCCCCCCC(O)C(N)CO (stereo unspecified)
  A: 15.8; B: -0.2; C: -25.2; D: 9.0; E: -15.2; F: -0.0725; G: -4.4; H: -0.4; I: -23.8
structure: CC(C)(C)NCC(O)COc1cccc2c1C[C@H](O)[C@H](O)C2 (stereo partly specified)
  A: -6.6; B: 2.4; C: -3.7; D: -1.3; E: -11.4; F: 0.0885; G: -3.2; H: -3.7; I: 1.9
structure: C/C(=N\NC(=S)NCc1ccccc1)C1CCCCC1
  A: -1.0; B: 1.2; C: -24.2; D: x; E: -4.4; F: 1.76; G: -1.4; H: -0.2; I: -1.2
structure: CC(=O)Oc1ccc2c(C)cc(=O)oc2c1
  A: -3.0; B: 0.9; C: 86.0*; D: 22.5; E: -153.3; F: -1.16; G: 5.8; H: 7.2; I: -0.9
structure: O=C(c1ccccn1)N(Cc1cccs1)C1(C(=O)NC2CCCCC2)CCCCC1
  A: 3.9; B: -0.9; C: 22.6; D: 13.7; E: 0.3; F: 2.27; G: -4.6; H: 18.9; I: -0.4
structure: COc1cc(C2Oc3cc(C4Oc5cc(O)cc(O)c5C(=O)C4O)ccc3OC2CO)ccc1O (stereo unspecified)
  A: 4.4; B: 0.7; C: -6.5; D: 4.8; E: -5.5; F: -0.053; G: -3.6; H: 8.1; I: 1.6
structure: CCCCN(CCCC)CCCOC(=O)c1ccc(N)cc1
  A: 4.6; B: -0.6; C: -2.4; D: 11.0; E: -4.6; F: -1.15; G: 2.3; H: 4.5; I: 7.7
structure: O=C1NC(=S)S/C1=C\C=C\c1ccc([N+](=O)[O-])o1
  A: x; B: 43.1; C: 56.1*; D: 10.6; E: -0.8; F: 2.19; G: -7.0; H: 7.6; I: -12.0

Arranged by number of heavy atoms (lowest first): 8 of the compounds above.
Short keys – A = Rad51 HR inh; B = zVAD death inh; C = Hck-Nef inh; D = FXIIa inh; E = KLK5 inh; F = KCC2 mod; G = Thrombin inh; H = FXIa inh; I = TNF necrop inh
structure: N=c1nc(N2CCCCC2)cc(N)n1O
  A: 6.4&-2.8; B: 0.6; C: -1.4; D: -3.2; E: -5.2; F: 0.294; G: -1.5; H: -3.7; I: 0.6
structure: CC(=O)Oc1ccc2c(C)cc(=O)oc2c1
  A: -3.0; B: 0.9; C: 86.0*; D: 22.5; E: -153.3; F: -1.16; G: 5.8; H: 7.2; I: -0.9
structure: O=C1NC(=S)S/C1=C\C=C\c1ccc([N+](=O)[O-])o1
  A: x; B: 43.1; C: 56.1*; D: 10.6; E: -0.8; F: 2.19; G: -7.0; H: 7.6; I: -12.0
structure: C/C(=N\NC(=S)NCc1ccccc1)C1CCCCC1
  A: -1.0; B: 1.2; C: -24.2; D: x; E: -4.4; F: 1.76; G: -1.4; H: -0.2; I: -1.2
structure: CCCCCCCCCCCCCCCC(O)C(N)CO (stereo unspecified)
  A: 15.8; B: -0.2; C: -25.2; D: 9.0; E: -15.2; F: -0.0725; G: -4.4; H: -0.4; I: -23.8
structure: CCCCN(CCCC)CCCOC(=O)c1ccc(N)cc1
  A: 4.6; B: -0.6; C: -2.4; D: 11.0; E: -4.6; F: -1.15; G: 2.3; H: 4.5; I: 7.7
structure: Cc1scc2c1N(C(=O)CN1CCN(C)CC1)c1ccccc1NC2=O
  A: 20.8; B: 2.0; C: 17.4; D: 0.7; E: 0.6; F: 0.384; G: -19.9; H: -4.3; I: 0.9
structure: COc1cc(C2Oc3cc(C4Oc5cc(O)cc(O)c5C(=O)C4O)ccc3OC2CO)ccc1O (stereo unspecified)
  A: 4.4; B: 0.7; C: -6.5; D: 4.8; E: -5.5; F: -0.053; G: -3.6; H: 8.1; I: 1.6

Screening results from PubChem.
